OXTR ag = agonists of human oxytocin receptor; AID 2435; activation, % at 3 µM; P30559; CHO-OTR cells, Fluo-8 calcium fluorescence; normalized: DMSO 0%, oxytocin 100%; 0.32% of 320,000 active;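 active means activation above the mean of all tested compounds plus 3 SD, cutoff set per screening run, cut at about 20% in these data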;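 further: peak over basal fluorescence ratio from a 100 s FLIPR kinetic read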
GalR3 antagonist = human GalR3 antagonism. O60755. HEK293 GalR3-CNG cAMP membrane potential fluorescence; galR3 body fused to GalR1 C-terminus. inhibition, % at 3 µM. 0.44% of 360,000 active. AID 651719;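 active means inhibition above the screen-wide average plus 3 SD, cut at about 13% in these data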;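 further: forskolin and galanin both at EC90 stimulate the cells; cAMP rise reported by CNG channel membrane potential dye signal; 0% = forskolin plus galanin with DMSO and 100% = forskolin alone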
Target sequence (O60755 1-299 limits assumed): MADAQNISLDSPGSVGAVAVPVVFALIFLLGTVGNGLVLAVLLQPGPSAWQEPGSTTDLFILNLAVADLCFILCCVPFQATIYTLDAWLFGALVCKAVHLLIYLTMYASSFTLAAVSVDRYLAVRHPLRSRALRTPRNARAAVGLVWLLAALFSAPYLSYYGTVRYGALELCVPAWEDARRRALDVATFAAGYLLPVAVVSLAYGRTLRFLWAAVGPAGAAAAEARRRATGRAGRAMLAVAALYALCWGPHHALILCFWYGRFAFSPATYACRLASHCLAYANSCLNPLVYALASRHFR
PHOSPHO1 inh = inhibitors of human PHOSPHO1 phosphatase; AID 1565; inhibition, % at 13.3 µM; 1.1% of 290,000 active; Q8TCT1; recombinant PHOSPHO1, absorbance phosphatase assay; in the data active means inhibition above about 60%
Target sequence (Q8TCT1 whole entry, looked up): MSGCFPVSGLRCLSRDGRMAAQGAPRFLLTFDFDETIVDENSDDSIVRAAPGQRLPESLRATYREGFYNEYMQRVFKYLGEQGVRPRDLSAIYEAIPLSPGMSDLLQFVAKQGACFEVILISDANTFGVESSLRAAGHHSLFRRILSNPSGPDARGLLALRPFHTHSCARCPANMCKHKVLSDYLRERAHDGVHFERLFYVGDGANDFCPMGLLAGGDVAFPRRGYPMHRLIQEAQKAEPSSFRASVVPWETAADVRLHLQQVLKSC
V1aR counter = counter-screen for oxytocin receptor agonists: human V1a receptor agonists | activation, % at 3 µM | P37288 | 0.25% of 320,000 active | CHO-V1R cells, Fluo-8 calcium fluorescence, agonist mode; 0% DMSO, 100% 3 nM vasopressin;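 active means activation above the mean activation of all tested compounds plus 3 SD, per screening run, cut at about 20% in these data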;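 further: signal is peak over basal fluorescence ratio across a 100 second FLIPR read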
Target sequence (P37288 whole entry, looked up): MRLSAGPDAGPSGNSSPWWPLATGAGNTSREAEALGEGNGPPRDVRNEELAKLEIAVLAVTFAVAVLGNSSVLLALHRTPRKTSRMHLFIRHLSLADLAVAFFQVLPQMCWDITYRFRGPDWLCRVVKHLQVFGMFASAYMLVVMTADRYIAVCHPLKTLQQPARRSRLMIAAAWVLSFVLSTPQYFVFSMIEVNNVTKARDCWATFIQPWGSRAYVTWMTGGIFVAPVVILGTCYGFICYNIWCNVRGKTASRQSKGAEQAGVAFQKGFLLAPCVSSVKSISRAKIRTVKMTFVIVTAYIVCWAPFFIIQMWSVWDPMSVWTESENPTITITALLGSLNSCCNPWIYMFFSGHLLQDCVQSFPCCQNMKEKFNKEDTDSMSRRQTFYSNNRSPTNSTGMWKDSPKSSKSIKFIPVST
MEKK3 PB1 HTS = modulators (inhibitors or enhancers) of MEK5 binding to human MEKK3 PB1 domain | Q99759 | bead-based flow cytometry, Alexa488-MEK5 binding to MEKK3; actives lie on both sides; 0 = blocked by unlabeled MEK5, 100 = vehicle | binding response (% of control), % at 10 µM | 1.4% of 290,000 active;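 active means binding response more than 3 SD above or below the average of its plate-row segment, actives on both sides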;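 further: Alexa488 bead fluorescence after subtracting the streptavidin-only scavenger bead signal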
GPR7 antagonist = blocks human GPR7 receptor signaling. inhibition, % at 4.4 µM. P48145. GPR7-expressing cells, fluorescence antagonist assay. 1.1% of 290,000 active; in the data active means inhibition above about 16%, passing the limit was not always enough;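 further: cells stimulated with the agonist NPW; 0% = agonist with vehicle and 100% = vehicle without agonist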
MEKK2 WT-MEK5 = raises or lowers MEK5 binding to wildtype human MEKK2 PB1 domain | Q9Y2U5 | bead flow cytometry, Alexa488-MEK5 binding to MEKK2 WT; actives lie on both sides | binding response (% of control), % at 10 µM | 1.1% of 290,000 active; in the data active means binding response below about 67% or above about 130%
MEKK2 mut-MEK5 = signal of MEK5 binding to mutant human MEKK2 PB1 domain | bead flow cytometry, Alexa488-MEK5 binding to MEKK2 mutant | 0.35% of 290,000 active | percent response, % at 10 µM | AID 1530; in the data active means percent response above about 24%, passing the limit was not always enough; further: inactives centre near 1; some results filed as inactive read as strong as hits; reference of the scale not given here
NALP1 inh = NALP1 inhibition; inhibition, % at 10 µM; AID 2071; 0.61% of 280,000 active; S. cerevisiae NALP1/ASC/caspase-1 growth, X-gal OD620, 72 h; in the data active means inhibition mostly above about 24%, no sharp cut-off; inactive means mostly below about 32%; further: some compounds called inactive have numbers as strong as hits
* marks the source's active call; other numbers are inactive results; x = not tested or not shown.

The line under a structure holds: OXTR ag, GalR3 antagonist, PHOSPHO1 inh, V1aR counter, MEKK3 PB1 HTS, GPR7 antagonist, MEKK2 WT-MEK5, MEKK2 mut-MEK5, NALP1 inh
1) Cc1cc(C)c2c(c1)-c1cc(C)nn1C(c1ccc3c(c1)OCO3)N2 (configuration not stated)
→ -0.6, -1.7, 23.4, -1.3, 83.0, -7.6, 84.0, -16.0, -3.0
2) O=C(NC(=S)Nc1cccc(Cl)c1Cl)C1CC1
→ -1.1, 0.6, 52.7, -0.7, 103.0, -12.9, 98.0, -2.0, 17.8
3) CC(CC(=O)O)CC1=NS(=O)(=O)c2ccccc2N1 (configuration not stated)
→ 0.5, 2.2, -6.6, -0.3, 101.0, -5.2, 99.0, 2.0, 2.8
4) CCSc1nnc(Cn2c(=O)sc3ccccc32)n1C
→ -0.5, x, -7.1, 0.0, 99.0, -1.1, 107.0, 2.0, 7.7
5) Cc1nc2ccc(-c3nc4ccccc4o3)cc2[nH]1
→ 2.0, 1.7, -6.8, 1.1, 98.0, 12.0, 100.0, -4.0, -0.9
6) O=C(Cn1cc(C(F)(F)F)cc(Cl)c1=O)NCc1ccc(Cl)cc1
→ 2.2, -10.5, 27.0, 1.3, 102.0, -9.8, 101.0, 2.0, 19.3
7) CCOC(=O)C(=O)Nc1ccc(Oc2ccccc2)cc1
→ 3.2, 0.4, 5.6, 5.1, 93.0, -6.5, 101.0, -1.0, -3.2
8) Cc1cc([N+](=O)[O-])nn1CC(=O)Nc1sc2c(c1C(N)=O)CCCC2
→ 0.6, 3.5, 32.0, 0.6, 96.0, 6.6, 78.0, -8.0, -7.0
9) CC(C)Cc1ccc(CN2CCCC(NC(=O)CCN3CCCO3)C2)cc1 (configuration not stated)
→ -0.1, -0.4, 37.6, 1.1, 106.0, 4.1, 134.0*, 22.0, 19.5
10) Cc1ccc2[nH]c(=O)c(CN(CCc3ccccc3)C(c3nnnn3Cc3ccco3)C(C)C)cc2c1 (configuration not stated)
→ -1.9, 3.5, 17.7, -0.4, 89.0, -13.2, 81.0, -29.0, x
11) COc1ccc(-n2c(=S)[nH]c3cc(C(=O)NCc4ccccc4OC)ccc3c2=O)c(OC)c1
→ 4.6, -2.2, 10.3, 5.8, 101.0, 25.5*, 99.0, -4.0, 0.2
12) CC(C)CN1CCN(Cc2ccc3ncccc3c2)CC1CCO (configuration not stated)
→ 1.5, 8.1, 23.9, 0.9, 95.0, -19.4, 106.0, 5.0, -2.9
13) NC(=O)NC(CC(=O)OCC(=O)NC(=O)NCc1ccco1)c1ccc(Cl)cc1 (configuration not stated)
→ -0.8, -4.4, 21.9, -0.6, 106.0, -1.9, 105.0, 8.0, 5.4
14) Cc1ccn(C(=O)c2cc3cc(Cl)ccc3oc2=O)n1
→ 0.1, -5.8, -3.2, 1.2, 103.0, -7.5, 105.0, 3.0, 6.7
15) CC(=O)Nc1ccc(NC(=O)c2cc(-n3cnnc3)ccc2Cl)cc1
→ 1.4, -6.5, 29.2, 0.0, 99.0, -6.2, 102.0, 2.0, 7.6
16) CCn1cc(C(=O)N2CCN(C(=O)c3ccco3)CC2)c2cc(OC)c(OC)cc2c1=O
→ -0.6, -0.3, 2.9, 0.8, 98.0, 18.4, 97.0, 1.0, x
17) COCCNC(=O)c1c(N)sc2c1CCCC2
→ -0.3, x, 10.9, 0.1, 101.0, 10.6, 95.0, 0.0, 19.6
18) O=C(c1ccc(Cl)cc1)N1CCc2ccccc21
→ -2.4, -9.1, 39.1, -1.4, 113.0, -11.3, 115.0, 16.0, -69.5
19) N#Cc1ccsc1NC(=O)CSc1ncnc2ccccc12
→ -0.5, 1.1, 1.3, -0.8, 105.0, -10.4, 107.0, 6.0, 17.6
20) Cc1ccc(Sc2cc(C(=O)NCCCN(C)C)c3ccccc3n2)cc1
→ 4.9, -7.3, 10.9, 5.2, 107.0, 0.1, 115.0, 10.0, 6.5
21) O=C(Nc1nc2cc3c(cc2s1)OCCO3)c1cccs1
→ -1.8, 0.5, 15.0, -0.9, 103.0, -25.1, 107.0, 6.0, 5.2
22) COc1cc2nc(NC(=O)c3ccco3)sc(=O)c2cc1OC
→ -1.7, 2.4, 22.6, -1.6, 126.0, -10.4, 108.0, 20.0, x
23) COc1ccc(C(C)=O)cc1CSc1nnc(SCc2cc(C(C)=O)ccc2OC)s1
→ 0.8, -2.0, 19.9, 0.1, 92.0, -5.5, 90.0, 3.0, x
24) CN1/C(=C\C(=O)CN2C(=O)NC3(CCCCCC3)C2=O)C(C)(C)c2ccccc21
→ 3.6, -6.4, 17.4, 5.5, 105.0, -3.1, 98.0, 5.0, -5.7
25) COc1ccccc1OCC(=O)Nc1ccc(S(=O)(=O)Nc2nccs2)cc1
→ 0.0, -9.3, 49.2, 1.5, 97.0, -7.9, 94.0, -7.0, 8.9
26) CCCCNC(=S)N1CCC(Cc2ccccc2)CC1
→ -1.4, -2.3, 37.7, 1.5, 99.0, -1.1, 96.0, -4.0, 26.1
27) Cc1ccc(C(=O)COC(=O)c2ccc(-c3cnc4ccccc4n3)cc2)cc1C
→ -1.6, 0.5, 9.1, -0.1, 104.0, -14.7, 114.0, 18.0, x
28) CCCOc1ccc2ccccc2c1/C=N/n1c(C)nnc1-n1nc(C)cc1C
→ 0.0, -2.1, -70.7, -0.1, 96.0, 8.1, 99.0, -1.0, 6.3
29) Cc1ccc(CCCNC(=O)C2CCC(=O)N(Cc3cccc(F)c3)C2)cc1 (configuration not stated)
→ 1.9, -3.7, 23.5, 3.4, 99.0, -6.4, 100.0, 3.0, 28.6
30) Cc1cccc(Cn2ccc(-c3ccc(Cl)cc3)c(C#N)c2=O)c1
→ -1.5, 0.0, 19.4, -0.6, 102.0, -7.0, 99.0, 7.0, 31.4
31) CCc1ccc(N2CN(Cc3cccnc3)CNC2=S)cc1
→ -0.5, -1.7, 7.8, 0.3, 91.0, -4.5, 92.0, -15.0, 12.7
32) COCCNC(=O)C(c1ccco1)N(C(=O)Cn1nnc2ccccc21)c1ccccc1C (configuration not stated)
→ -0.8, -2.1, 10.5, -0.2, 97.0, -16.4, 96.0, -3.0, 15.3
33) COc1cc(/C=N/NC(=O)CC2(C)OCCO2)cc(Br)c1O
→ 0.5, -4.0, -7.3, 0.7, 79.0, -2.8, 74.0, -13.0, 2.0
34) O=C(CN1CCN(S(=O)(=O)c2ccccc2)CC1)Nc1ccc2c(c1)CCC2
→ 2.2, -3.5, -4.6, 3.7, 91.0, -9.8, 93.0, -4.0, 21.5
35) O=C(COC(=O)CCc1ccc(S(=O)(=O)N2CCOCC2)cc1)Nc1ccc(Cl)cn1
→ 6.6, -4.9, -12.4, 5.8, 93.0, 1.8, 93.0, 3.0, -12.6
36) COc1ccc(CNS(=O)(=O)c2ccc3c(c2)C(C)(C)C(=O)N3C)cc1
→ -0.4, -7.5, 14.6, 0.3, 99.0, 8.2, 102.0, -4.0, 3.1
37) Clc1ccc(OCc2nc(-c3ccncc3)no2)c(Cl)c1
→ 0.5, -3.4, 2.1, 2.5, 103.0, 1.3, 97.0, -2.0, 7.0
38) O=C(CSc1nc(NS(=O)(=O)c2ccccc2)cc(=O)[nH]1)Nc1ccc(Cl)cc1
→ x, -5.9, 13.7, x, 78.0, 3.4, 71.0, 1.0, -7.0
39) CC(C)(C)C(=O)NC(=S)Nc1ccccc1N1CCCC1
→ -2.2, 0.3, 49.8, -0.8, 96.0, 10.0, 89.0, -7.0, -3.7
40) Cc1ccc2cc3c(N)[nH]nc3nc2c1
→ -0.1, -5.9, -63.9, -1.1, 96.0, -1.9, 108.0, 10.0, -12.1

Look-ups from the list:
V1aR counter result of #18 reads -1.4
GalR3 antagonist result of #38 reads -5.9

Continued.
The line under a structure holds: OXTR ag, GalR3 antagonist, PHOSPHO1 inh, V1aR counter, MEKK3 PB1 HTS, GPR7 antagonist, MEKK2 WT-MEK5, MEKK2 mut-MEK5, NALP1 inh
41) CCOc1cc(/C=C2\C(=N)N3N=CSC3=NC2=O)ccc1OS(=O)(=O)c1ccccc1
→ -1.4, -3.8, 36.4, -0.3, 100.0, -14.0, 94.0, 5.0, 17.9
42) CC(C)Cc1nc2sc3c(SCC(N)=O)ncnc3c2c2c1CCC2
→ 0.6, -3.7, 20.3, 1.2, 102.0, -3.0, 98.0, 3.0, 14.7
43) CCOC(=O)N1CCN(Cc2ccc3c(c2)OCO3)CC1
→ -0.3, -8.2, x, 0.5, 105.0, -4.9, 107.0, 2.0, -28.2
44) Cc1onc(-c2ccccc2)c1C(=O)OCCOc1cccc(Cl)c1
→ 1.2, -4.1, 28.7, 2.7, 104.0, -8.7, 103.0, -2.0, 7.6
45) O=C(NCCCCNC(=O)c1ccc(Br)cc1)c1ccc(Br)cc1
→ -0.6, -3.1, 10.6, 1.7, 100.0, -7.0, 103.0, 3.0, 4.8
46) Cc1cc(C(=O)CSc2n[nH]c(N)n2)c(C)n1C1CC1
→ -0.8, -2.2, 95.9*, -1.4, 102.0, 4.5, 102.0, 7.0, 10.6
47) O=C(CSc1nnc2scc(-c3ccccc3)n12)NCC1CCCO1 (configuration not stated)
→ -0.1, -5.6, 18.0, 0.2, 95.0, -14.2, 99.0, 4.0, 4.9
48) Cc1c(C(=O)N2CCN(c3ccccn3)CC2)sc2ncnc(N3CCOCC3)c12
→ -0.6, -0.6, 16.2, 0.3, 94.0, -14.7, 95.0, 0.0, -3.0
49) O=C1N(c2ccccc2)C(c2ccccc2)N2CCCN12 (configuration not stated)
→ -0.1, -6.2, 34.2, -0.4, 76.0, 6.3, 73.0, -27.0, 22.5
50) CCN(Cc1ccccc1)C(=O)c1cc(-c2ccc(OC)c(OC)c2)nc2ccccc12
→ -1.4, -2.0, 40.3, 1.5, 97.0, -6.2, 93.0, 8.0, -7.3
51) CCOC(=O)c1sc(=NC(=O)c2ccc(OC(C)C)cc2)n(C)c1C
→ 1.2, -4.1, 11.4, 4.5, 107.0, -9.7, 102.0, -2.0, -4.8
52) N#C/C(=C1\CCCN1)c1nc(-c2ccccc2)cs1
→ -1.5, 0.7, 14.5, -1.4, 101.0, -0.4, 100.0, 1.0, 15.3
53) O=C1C(=O)N(c2nccs2)C(c2ccccc2F)/C1=C(\O)c1ccc2c(c1)OCCO2 (configuration not stated)
→ -1.0, 2.2, 6.8, 1.8, 93.0, -13.0, 98.0, -4.0, 16.9

Entries of single compounds as entered above. Order of screens: OXTR ag | GalR3 antagonist | PHOSPHO1 inh | V1aR counter | MEKK3 PB1 HTS | GPR7 antagonist | MEKK2 WT-MEK5 | MEKK2 mut-MEK5 | NALP1 inh
O=C(NCCCCNC(=O)c1ccc(Br)cc1)c1ccc(Br)cc1 across the screens: -0.6 | -3.1 | 10.6 | 1.7 | 100.0 | -7.0 | 103.0 | 3.0 | 4.8
CCOC(=O)N1CCN(Cc2ccc3c(c2)OCO3)CC1 across the screens: -0.3 | -8.2 | x | 0.5 | 105.0 | -4.9 | 107.0 | 2.0 | -28.2

Entries listed so far that bear a hit mark in MEKK2 WT-MEK5:
cpd | SMILES | GalR3 antagonist | PHOSPHO1 inh | MEKK3 PB1 HTS | GPR7 antagonist | MEKK2 WT-MEK5 | MEKK2 mut-MEK5 | NALP1 inh
9 | CC(C)Cc1ccc(CN2CCCC(NC(=O)CCN3CCCO3)C2)cc1 (configuration not stated) | -0.4 | 37.6 | 106.0 | 4.1 | 134.0* | 22.0 | 19.5

Screens as filed in PubChem BioAssay.

Hits appear at their usual frequency. About 5.4% of those tested had a hit in this group.
